EWS-Fli inh: EWS/Fli-driven NR0B1 reporter inhibitors, primary screen, A673 cells, NR0B1 luciferase, luminescence, MLPCN library; viability-normalised; inhibition, % at 12.6 µM; actives 0.67% (n = 350,000);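 active = mean inhibition of at least 50% after viability correction, with every replicate also passing that limit; inconclusive = mean reaches 50% but only one of two replicates passes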;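 also: firefly luciferase signal divided by Alamar Blue viability fluorescence both relative to DMSO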
DENV2 CPE rescue: inhibitors of DENV2 cytopathic effect, primary screen, cell-based, plate reader, single concentration; actives 1.7% (n = 350,000); CPE inhibition, % at 9.99 µM; DENV2-infected cells, cytopathic effect rescue; in the data active = CPE inhibition above about 20%, passing the limit was not always enough; inconclusive = no clear call, values can overlap the other calls; tested in BHK-21 cells;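 also: 0% = median of neutral control wells and 100% = median of positive control wells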
ARNT-TACC3 inh: disruptors of ARNT/TACC3 protein interaction, primary screen, biochemical, AlphaScreen, single concentration | Transforming acidic coiled-coil-containing protein 3 (Homo sapiens), Q9Y6A5 | AlphaScreen His-ARNT PAS-B/GST-TACC3 binding, luminescence; TACC3 fragment carries E629A point mutation | inhibition, % at 9.99 µM | actives 0.66% (n = 390,000) | AID 623870, 2012;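 active = mean inhibition of replicates at least 50% and at least half of replicates each reaching 50%; inconclusive = half or more replicates reach 50% but mean below 50%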;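 also: 0% = complete ARNT plus TACC3 wells and 100% = ARNT alone without TACC3; many hits fall short of the cut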
LGR2 inh: inhibitors of bursicon-induced LGR2 CRE-luciferase signal, primary screen, cell-based, HEK293, CRE-luciferase reporter, bursicon stimulation; Drosophila bursicon receptor LGR2 (rickets); bursicon-stimulated, 4 h; inhibition, % at 9.99 µM; actives 0.35% (n = 380,000);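 active = drop in luminescence signal, shown as inhibition above about 50% in the replicate tests, limit read from the data, passing the limit was not always enough; inconclusive = probably only some replicates passing the limit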;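 also: agonist challenge used bursicon conditioned medium at about half maximal strength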
Casp6 inh: human caspase-6 inhibitors, primary screen, biochemical, VEID-R110 fluorescence, single point, set 2; P55212; purified caspase-6, Z-VEID-R110 cleavage fluorescence; inhibition, % at 12.5 µM; actives 0.53% (n = 350,000); AID 686996, 2013;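 active = mean inhibition across replicates at least about 35%, with every replicate also reaching that limit, limit read from the data; inconclusive = only one of the two criteria met; inactive = neither criterion met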;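 also: 0% = median of neutral control wells and 100% = no fluorescence left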
Target sequence (P55212 24-179 limits assumed): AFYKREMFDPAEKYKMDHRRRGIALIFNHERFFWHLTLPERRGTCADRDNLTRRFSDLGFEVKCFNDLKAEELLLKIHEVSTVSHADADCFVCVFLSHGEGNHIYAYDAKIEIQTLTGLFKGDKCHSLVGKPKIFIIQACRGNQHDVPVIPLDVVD
Target sequence (P55212 194-293 limits assumed): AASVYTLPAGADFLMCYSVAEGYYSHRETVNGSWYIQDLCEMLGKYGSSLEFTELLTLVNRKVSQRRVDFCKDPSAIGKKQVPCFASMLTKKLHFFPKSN
SIRT5 block: SIRT5 desuccinylase inhibitors, primary screen, biochemical, fluorescence imaging, single point, set 5 | NAD-dependent protein deacylase sirtuin-5, mitochondrial (Homo sapiens), Q9NXA8 | Purified SirT5, succinyl-peptide AMC, trypsin-coupled fluorescence | inhibition, % at 15 µM | actives 1.1% (n = 330,000) | AID 652115, 2013; in the data active = inhibition above about 15%; inconclusive = no clear call, values can overlap the other calls
Target sequence (Q9NXA8 whole entry, looked up): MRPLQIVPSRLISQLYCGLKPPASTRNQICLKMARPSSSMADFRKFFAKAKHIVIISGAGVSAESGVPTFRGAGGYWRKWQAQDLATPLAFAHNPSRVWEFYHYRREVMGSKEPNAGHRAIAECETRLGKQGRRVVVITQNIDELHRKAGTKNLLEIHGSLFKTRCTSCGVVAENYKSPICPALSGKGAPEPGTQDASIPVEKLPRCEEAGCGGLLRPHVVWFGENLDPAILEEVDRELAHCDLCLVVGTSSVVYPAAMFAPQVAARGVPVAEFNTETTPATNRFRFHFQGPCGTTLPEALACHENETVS
PAX8 reporter: inhibitors of PAX8-driven TPO luciferase reporter, primary screen, RMG-I cells, single concentration; inhibition, % at 12.6 µM; AID 652154, 2013; actives 1.2% (n = 360,000); SteadyGlo, 24 h;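 active = mean replicate inhibition at least 60% with every replicate also reaching 60%; inconclusive = only one of the two criteria is met; inactive = mean below 60% and not all replicates reaching 60%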;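 also: luciferase light reporting Pax8 driven TPO promoter activity; plate controls were median of neutral control wells for no effect and mitoxantrone controls for full effect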
Active calls of the source: *; ? = inconclusive; · = not tested or not shown.

No.	smiles	EWS-Fli inh	DENV2 CPE rescue	ARNT-TACC3 inh	LGR2 inh	Casp6 inh	SIRT5 block	PAX8 reporter
1	COc1ccc2c3c([nH]c2c1)[C@H](CO)N(C(=O)c1ccc(F)cc1)CC31CN(Cc2cccnc2)C1	-1	45*	·	2	-3	0	·
2	COc1cc(CCCN2CCNC[C@H]2Cc2cccc3ccccc23)cc(OC)c1OC	1	-7	-9	-9	-2	·	5
3	COc1ccc(-c2ccc3c(n2)CCCN3S(=O)(=O)c2ccccc2)cc1	7	7	·	22	-2	·	-12
4	COC(=O)c1ccccc1NC(=O)CN(Cc1ccc(Cl)cc1)S(C)(=O)=O	-21	1	-4	16	4	-6	·
5	Cc1ccc(Oc2ccc(OCC(=O)Nc3ccncc3)cc2)cc1	33	3	·	14	0	-7	·
6	O=c1[nH]c(CSc2nnnn2-c2ccc(Cl)cc2)nc2ccccc12	15	7	-3	9	-1	0	12
7	CN1[C@H](CO)[C@@H]2c3ccccc3N(C(=O)c3ccc(F)cc3)C[C@@H]21	-7	-10	-4	-11	0	0	8
8	CC(=O)Cc1nsc(NC(=O)c2ccc(-c3cccc(Cl)c3)o2)n1	-15	4	1	4	0	1	-8
9	COc1ccc2[nH]c(C(=O)N3CCc4ccccc4C3)c(C)c2c1	·	2	6	-15	3	-1	-6
10	CCOC(=O)CNC(=O)N1CCCC(CNS(=O)(=O)c2cccs2)C1 (stereo unspecified)	10	4	-4	22	-1	0	-6
11	CCCNC(=O)[C@H]1[C@H](CO)[C@H]2Cn3c(ccc(-c4ccccc4F)c3=O)[C@@H]1N2CC1CC1	1	-3	-3	-16	1	-2	-1
12	COc1cccc(CN(C)C(=O)c2cccc(NC(=O)CC3SC(N4CCCCC4)=NC3=O)c2)c1OC (stereo unspecified)	1	-3	-3	7	3	2	13
13	Cc1ccc(C)c(OCc2ccc(C(=O)NN)o2)c1	32	-5	-7	7	-2	2	-31
14	Cc1ccc(Oc2ccc(S(=O)(=O)N3CCOCC3)cc2C(N)=O)cc1C	·	7	0	-18	-1	4	4
15	C[C@@H]1CN([C@H](C)CO)C(=O)Cc2cc(NC(=O)Nc3ccc(F)cc3)ccc2O[C@H]1CN(C)Cc1ccccc1	3	-1	-3	3	-1	7	8
16	Cn1cc(Br)c(C(=O)NNC(=O)Nc2ccccc2C(F)(F)F)n1	0	-5	-4	-2	·	-2	-20
17	O=C(Nc1ccc(Cl)cc1)c1ccc2c(c1)S(=O)(=O)c1ccccc1C2=O	-1	-14	-2	-9	3	·	8
18	O=C(CCCN1C(=O)/C(=C/c2ccc(F)cc2)SC1=S)NCCCn1ccnc1	·	3	17	2	-16	4	13
19	CC(=O)c1ccc(S(=O)(=O)N2CCN(CCOc3ccccc3)CC2)cc1	9	-5	7	12	-2	-2	8
20	COc1cccc(CNC(=O)CSCC(=O)Nc2ccc(C)cc2)c1	3	-3	6	-5	-1	-1	4
21	O=C(Nc1ccccc1C(=O)NC(Cc1c[nH]c2ccccc12)C(=O)O)c1ccccc1 (stereo unspecified)	6	-2	4	6	6	2	9
22	CCOC(=O)Cc1csc(NC(=O)CCCc2ccccc2)n1	3	-1	-3	7	2	2	12
23	CCC(=O)Nc1ccc2c(c1)C(=O)N(C)[C@@H]1CC[C@H](CC(=O)N[C@@H](C)c3ccccc3)O[C@H]1CO2	5	62*	-7	3	0	1	-9
24	COc1ccc(OC)c(NC(=O)CSc2nnc(Cn3c(=O)sc4ccccc43)n2C)c1	1	?	·	-12	2	4	22
25	O=S(=O)(c1ccc(-c2ccccc2)cc1)N1CCN(Cc2ccc(OCCO)cc2)CC1	-17	1	-8	·	1	9	8
26	Cn1c(C2CC(=O)N(Cc3ccccc3)C2)nc2ccccc21 (stereo unspecified)	2	2	-2	24	-1	-4	7
27	COc1cc([N+](=O)[O-])ccc1NC(=O)NNC(=O)CCc1ccccc1	9	1	4	7	2	1	2
28	CC(=O)Nc1ccc(S(=O)(=O)Nc2cccc(-c3cn4cccnc4n3)c2)cc1	-25	4	32	1	1	-25	-24
29	O=C(c1ccncc1)N1CC2(C1)[C@H](c1ccccc1)[C@@H](CO)N2C(=O)CC1CC1	18	1	·	4	-1	-6	-13
30	COc1cccc(-c2ccc3c(c2)[C@@H]2[C@@H](CCN2C(=O)C2CCC2)[C@H](CO)N3)c1	1	-22	0	-3	·	·	12
31	Cc1ccc2c(CN3CCOCC3)cc(=O)oc2c1C	-9	-6	5	-16	1	-4	7
32	O=C(NCCCc1ccccc1)C(=O)c1c[nH]c2ccccc12	-28	-4	2	-30	-2	4	-10
33	Cn1c2ccccc2c2nnc(SCCN3CCOCC3)nc21	-12	-6	-11	-27	3	-3	-24
34	O=C(CCOc1ccccc1)Nc1ccnn1C1CCN(Cc2ccc(CO)o2)CC1	·	16	-2	2	-14	-4	15
35	Clc1cc2c(cc1/C=N/Nc1nc(N3CCOCC3)nc(N3CCOCC3)n1)OCO2	9	2	12	-14	0	-6	26
36	Cc1ccc(C(=O)Nc2cccnc2Cl)cc1Cl	-105	-3	6	-59	0	-3	-102
37	COc1ccc(S(=O)(=O)Nc2ccc3c(c2)CC(=O)N([C@@H](C)CO)C[C@@H](C)[C@H](CN(C)C(=O)Nc2ccc(F)cc2)O3)cc1	-1	-3	5	-9	·	·	1
38	Cc1cccc(NC(=O)c2cccc(C(F)(F)F)c2)c1	-59	-2	-10	-33	1	-2	-9
39	CC(NC(=O)C1CCN(C(=O)Nc2ccccc2)CC1)c1ccccc1 (stereo unspecified)	0	0	-7	-1	0	-7	1
40	COC(=O)C(Cc1ccccc1)NC(=O)CNS(=O)(=O)c1ccc(Br)cc1 (stereo unspecified)	-10	-3	2	17	2	-2	2
41	CN(C)C(=O)C[C@@H]1C[C@@H]2c3cc(NS(=O)(=O)c4ccc(F)cc4)ccc3O[C@@H]2[C@H](CO)O1	8	?	-5	15	·	·	-10
42	O=C(CSc1nnc(NC(=O)c2ccco2)s1)NCc1ccc2c(c1)OCO2	3	-3	-10	0	-1	-2	7
43	COc1ccc(CN(C)CCCn2cnc(C(=O)Nc3ccc(C)c(C)c3)n2)cc1OC	1	?	0	-10	-1	-3	-9
44	O=C(COC(=O)/C=C/c1ccco1)Nc1ccccc1	-11	-1	0	-4	18	-2	-7
45	Cc1ccccc1NC(=O)COC(=O)c1cccnc1	10	-1	-4	1	0	-2	6
46	CN=c1scc(C)n1/N=C/c1cc(Br)c(O)c(OC)c1	-6	3	21	7	3	0	7
47	Cc1cc(NC(=O)c2cc(-c3ccc(C)s3)nc3ccccc23)no1	-16	?	6	16	-1	0	-5
48	c1ccc(Oc2ccc3ccccc3n2)cc1	-63	-4	-2	-35	-1	-1	-132
49	Cc1noc(C)c1NC(=O)NCC[C@H]1CC[C@H](NC(=O)Cc2cccnc2)[C@@H](CO)O1	-2	3	-3	-6	-1	1	-7
50	CCC(=O)N1C[C@@H](C)[C@H](OC)CN(C)C(=O)c2ccc(NC(=O)Nc3ccc(Cl)cc3)cc2OC[C@@H]1C	0	-2	5	-16	·	5	0
51	COc1ccc(C)cc1NC(=O)CN1c2cccc3cccc(c23)S1(=O)=O	10	16	-4	6	0	0	28
52	CC(OC(=O)c1cc2c(s1)CCCCC2)C(=O)NC(N)=O (stereo unspecified)	-3	-6	-3	-10	-1	-7	-6
53	O=[N+]([O-])c1ccccc1/C=N\N1CCN(Cc2ccccc2Cl)CC1	-17	0	13	-21	-1	2	-69
54	O=C(COC(=O)c1ccc[nH]c1=O)NCCCc1ccccc1	-3	-2	-9	-3	3	-1	-7
55	COc1ccc(-c2ccc([C@H]3[C@H]4CN(C(=O)c5ccccn5)CC(=O)N4[C@H]3CO)cc2)cc1	-4	15	·	2	-1	0	9
56	CCN(C[C@H]1[C@@H](c2ccc(-c3ccccc3F)cc2)[C@@H](CO)N1C(C)=O)C(C)=O	-12	5	·	-6	-3	22*	·
57	Cc1[nH]c2ccccc2c1/C=N/NC(=O)c1cccc(S(=O)(=O)Nc2ccccc2Cl)c1	·	·	-10	13	·	·	5
58	CC1CCCC(NC(=O)CN(C)CC(=O)Nc2cccc(F)c2)C1C (stereo unspecified)	9	3	-4	-13	-1	-3	3
59	Cc1ccc(S(=O)(=O)CCC(=O)OCC(=O)Nc2cc(F)ccc2C)cc1	-3	10	·	5	1	-1	2
60	Cc1cc(Cl)ccc1NC(=O)CCC(=O)N/N=C/c1cccnc1	-14	-5	0	7	-8	-1	4

(next part)
No.	smiles	EWS-Fli inh	DENV2 CPE rescue	ARNT-TACC3 inh	LGR2 inh	Casp6 inh	SIRT5 block	PAX8 reporter
61	CCN1CCN(C(=O)c2ccccc2NS(=O)(=O)c2ccc(Cl)cc2)CC1	0	·	-7	-2	-2	-2	4
62	COc1ccc(F)cc1S(=O)(=O)Nc1cccc(C(=O)O)c1	-4	-5	-5	8	1	6	-15
63	CCCCCCOc1ccc(OCC(O)CN2C(=O)NC(C)(C)C2=O)cc1 (stereo unspecified)	-81	-1	-2	2	2	-2	·
64	CS(=O)(=O)Nc1ccc2c(c1)[C@@H]1C[C@@H](CC(=O)NC3CCCCC3)O[C@H](CO)[C@@H]1O2	0	-5	-6	7	-1	-2	-15
65	C[C@H](CO)N1C[C@H](C)[C@@H](CN(C)Cc2ccc3c(c2)OCO3)Oc2ccc(NS(C)(=O)=O)cc2CC1=O	8	1	-3	-3	0	-1	0
66	CCn1ncc([N+](=O)[O-])c1C(=O)N1CCc2ccccc2C1	-3	3	-3	-6	0	-10	8
67	CCOC(=O)n1cnc2nc(N)nc(SC)c21	11	7	-1	0	-1	1	6
68	Cc1nc(SCC(=O)N2CCCCC2)c2c(C)c(C)sc2n1	12	1	3	8	0	0	14
69	CSc1nc(=O)[nH]nc1Sc1ccccc1	0	3	·	4	·	-1	6
70	O=C(NCC1CCCCC1)[C@H]1[C@H](CO)[C@H]2Cn3c(cccc3=O)[C@@H]1N2C(=O)c1cccnc1	-4	·	-8	15	·	·	·
71	Cc1ccc(N2C(=O)N(CC(=O)c3cc(C)ccc3C)C(=O)C2C)cc1 (stereo unspecified)	·	·	-1	4	·	·	13
72	O=C(COC(=O)/C=C/c1cccc(Br)c1)NCc1cccs1	0	-1	·	-3	1	-5	1

Just LGR2 inh, for some of the entries so far:
entry	Compound	LGR2 inh
61	CCN1CCN(C(=O)c2ccccc2NS(=O)(=O)c2ccc(Cl)cc2)CC1	-2
62	COc1ccc(F)cc1S(=O)(=O)Nc1cccc(C(=O)O)c1	8
63	CCCCCCOc1ccc(OCC(O)CN2C(=O)NC(C)(C)C2=O)cc1 (stereo unspecified)	2
64	CS(=O)(=O)Nc1ccc2c(c1)[C@@H]1C[C@@H](CC(=O)NC3CCCCC3)O[C@H](CO)[C@@H]1O2	7

(listing goes on)
No.	smiles	EWS-Fli inh	DENV2 CPE rescue	ARNT-TACC3 inh	LGR2 inh	Casp6 inh	SIRT5 block	PAX8 reporter
73	CCC(C)[C@H](NC(=O)OC(C)(C)C)C(=O)NCC1CCC(C(=O)N[C@@H](Cc2ccccc2)C(=O)O)CC1 (stereo partly specified)	3	0	-21	9	2	-1	5
74	Cc1[nH]c2ccc(Cl)cc2c(=O)c1CN1CCCC1	-11	5	4	-7	-15	·	-12
75	COCC(=O)Nc1ccc2c(c1)[C@H]1C[C@@H](CC(=O)OC)O[C@@H](CO)[C@H]1O2	-7	5	-8	6	·	·	2
76	CC(C)c1ccc(C(=O)NNC(=O)c2ccncc2)cc1	-11	2	-3	-6	0	-5	-27
77	Cc1c(S(=O)(=O)Nc2ccc3c(c2)OCCO3)cnn1C	4	-3	8	6	0	2	-1

Compound activity from PubChem.
